PRC2 inh = blocks human EZH2/PRC2 H3K27 methylation. DELFIA TRF, 1 h. inhibition, % at 12.5 µM. hit rate 0.35% among 57,000. AID 651548;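 active = mean inhibition of replicates at least 50% and every single replicate also reaching 50%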;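 also: dimethyl H3K27 on biotinylated H3 21-44 peptide detected by antibody; plate controls were median neutral control wells for no effect and median positive control wells for full effect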
IDH1 R132H inh = IDH1 R132H (human) inhibition | O75874 | AID 624101 | IDH1 R132H reductase, diaphorase/resazurin fluorescence, 60 min | inhibition, % at 10 µM | hit rate 0.18% among 70,000; in the data active = inhibition above about 34%;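 also: 0% = DMSO and 100% = no enzyme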
Target sequence (O75874 whole entry R132H): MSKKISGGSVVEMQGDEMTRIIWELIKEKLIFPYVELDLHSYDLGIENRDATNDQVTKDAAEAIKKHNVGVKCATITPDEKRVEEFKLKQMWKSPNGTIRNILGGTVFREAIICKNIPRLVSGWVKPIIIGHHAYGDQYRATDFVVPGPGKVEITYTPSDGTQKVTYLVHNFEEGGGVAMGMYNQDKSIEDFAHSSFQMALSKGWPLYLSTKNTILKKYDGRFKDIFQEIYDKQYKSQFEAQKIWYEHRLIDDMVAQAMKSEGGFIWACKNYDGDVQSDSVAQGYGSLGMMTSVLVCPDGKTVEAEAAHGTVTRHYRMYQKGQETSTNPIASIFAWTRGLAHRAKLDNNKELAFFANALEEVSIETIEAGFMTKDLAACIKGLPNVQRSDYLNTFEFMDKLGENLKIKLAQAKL
* marks the source's active call; other numbers are inactive results; / = not tested or not shown.

SMILES	PRC2 inh	IDH1 R132H inh
C[C@@H]1CCCCO[C@@H](CN(C)C(=O)Nc2ccccc2)[C@@H](C)CN([C@H](C)CO)C(=O)c2cc(NS(=O)(=O)c3ccccc3)ccc2O1	/	3.4
C[C@@H]1CN([C@@H](C)CO)C(=O)c2cc(-c3ccc(C(=O)N(C)C)cc3)cnc2O[C@H]1CN(C)Cc1ccc(C(=O)O)cc1	/	2.5
O=C(C[C@@H]1C=C[C@@H](NC(=O)C2CCC2)[C@@H](CO)O1)NCc1ccncc1	-2	0.1
C[C@@H]1CCCCO[C@H](CN(C)C(=O)Nc2cccc3ccccc23)[C@H](C)CN([C@@H](C)CO)C(=O)c2cc(NC(=O)CCCN(C)C)ccc2O1	/	-7.3
CO[C@@H]1CN(C)C(=O)c2ccc(NC(C)=O)cc2OC[C@H](C)N(CC2CCCCC2)C[C@@H]1C	1	0.4
C[C@H](CO)N1C[C@H](C)[C@@H](CN(C)C(=O)Nc2ccccc2)Oc2ccc(NC(=O)Nc3ccccc3)cc2C1=O	12	-0.3
COc1cccc(-c2cccc(-c3nc(C(=O)N(C)C)cc4c3[C@H](CCO)N([S@@](=O)C(C)(C)C)C4)c2)c1	-6	-0.2
CCCC(=O)Nc1ccc2c(c1)OC[C@@H](C)N(Cc1cncnc1)C[C@@H](C)[C@@H](OC)CN(C)C2=O	10	0.0
NC(=O)c1c(NC(=O)COc2ccc(Br)cc2Cl)sc2c1CCCC2	-4	-0.1
COc1ccc(Cl)cc1N(CC(=O)Nc1ccc(C(F)(F)F)cc1)S(C)(=O)=O	-25	0.3
COc1ccc(NC(=O)N(C)C[C@H]2OCCCC[C@@H](C)Oc3ccc(NC(=O)CCCN(C)C)cc3C(=O)N([C@@H](C)CO)C[C@H]2C)cc1	/	1.2
CC(C)CC#Cc1ccc2c(c1)O[C@H](CN(C)C(=O)c1cnccn1)[C@H](C)CN([C@H](C)CO)S2(=O)=O	-6	1.4
O=C(Nc1cc(Br)ccc1C(=O)NCc1cccc(O)c1)c1ccccc1	40	/
C[C@H]1CN([C@@H](C)CO)C(=O)c2cc(NC(=O)C3CC3)ccc2O[C@@H]1CN(C)S(=O)(=O)c1cn(C)cn1	/	-0.4
CO[C@@H]1CN(C)C(=O)c2cc(NC(=O)c3nc4ccccc4s3)ccc2OC[C@@H](C)N(Cc2ccncc2)C[C@H]1C	-13	2.9

Of the compounds above, seven contain sulfur:
SMILES	PRC2 inh	IDH1 R132H inh
C[C@@H]1CCCCO[C@@H](CN(C)C(=O)Nc2ccccc2)[C@@H](C)CN([C@H](C)CO)C(=O)c2cc(NS(=O)(=O)c3ccccc3)ccc2O1	/	3.4
COc1cccc(-c2cccc(-c3nc(C(=O)N(C)C)cc4c3[C@H](CCO)N([S@@](=O)C(C)(C)C)C4)c2)c1	-6	-0.2
NC(=O)c1c(NC(=O)COc2ccc(Br)cc2Cl)sc2c1CCCC2	-4	-0.1
COc1ccc(Cl)cc1N(CC(=O)Nc1ccc(C(F)(F)F)cc1)S(C)(=O)=O	-25	0.3
CC(C)CC#Cc1ccc2c(c1)O[C@H](CN(C)C(=O)c1cnccn1)[C@H](C)CN([C@H](C)CO)S2(=O)=O	-6	1.4
C[C@H]1CN([C@@H](C)CO)C(=O)c2cc(NC(=O)C3CC3)ccc2O[C@@H]1CN(C)S(=O)(=O)c1cn(C)cn1	/	-0.4
CO[C@@H]1CN(C)C(=O)c2cc(NC(=O)c3nc4ccccc4s3)ccc2OC[C@@H](C)N(Cc2ccncc2)C[C@H]1C	-13	2.9

(more compounds)
SMILES	PRC2 inh	IDH1 R132H inh
COc1ccccc1NC(=O)c1ccc(OCC(=O)Nc2ccccc2F)cc1	4	-0.4
C[C@H]1CCCCO[C@H](CN(C)Cc2ccc(Cl)c(Cl)c2)[C@@H](C)CN([C@@H](C)CO)C(=O)c2cc(N(C)C)ccc2O1	/	-1.7
CCC(=O)N1C[C@@H](C)[C@H](OC)CN(C)C(=O)c2cc(NC(=O)c3ccccc3)ccc2OC[C@@H]1C	6	0.2
C[C@@H]1CN([C@@H](C)CO)C(=O)c2cc(NC(=O)Nc3ccc(C(F)(F)F)cc3)ccc2O[C@H]1CN(C)C(=O)Nc1ccc2c(c1)OCO2	/	0.1
COc1ccc([Si](C)(C)[C@@H]2[C@@H](CCn3cc([C@H](O)c4ccccc4)nn3)O[C@]3(C(=O)N(c4ccccc4)c4ccccc43)[C@H]2C)cc1	11	/
C[C@@H]1CN([C@H](C)CO)C(=O)c2cc(NC(=O)Nc3ccc(F)cc3)ccc2O[C@@H]1CN(C)S(=O)(=O)c1cn(C)cn1	/	1.1
CCCC#Cc1ccc2c(c1)O[C@@H](CN(C)C(=O)c1cccnc1)[C@H](C)CN([C@@H](C)CO)S2(=O)=O	-3	4.8
C/C=C/c1ccc2c(c1)O[C@H](CN(C)Cc1ccncc1)[C@H](C)CN([C@@H](C)CO)S2(=O)=O	6	-7.3
C[C@H](CO)N1C[C@H](C)[C@H](CN(C)C(=O)Nc2ccccc2)Oc2c(NC(=O)CCCCCC(=O)Nc3ccccc3N)cccc2C1=O	-10	0.0
CCCNC(=O)N1C[C@@H](C)[C@@H](OC)CN(C)C(=O)c2ccc(NC(=O)CC)cc2OC[C@@H]1C	11	0.1
CCC(=O)N[C@@H]1CC[C@H](CC(=O)NCc2cc(F)cc(F)c2)O[C@H]1CO	17	-0.2
CCCC(=O)Nc1ccc2c(c1)OC[C@H](C)N(C(=O)CN(C)C)C[C@H](C)[C@H](OC)CN(C)C2=O	2	0.2
COc1ccccc1C#Cc1ccc2c(c1)O[C@@H](CN(C)C)[C@H](C)CN([C@H](C)CO)S2(=O)=O	-2	-0.6
Cc1noc(C)c1NC(=O)N(C)C[C@@H]1Oc2ccc(NC(=O)Cc3ccccc3)cc2C(=O)N([C@@H](C)CO)C[C@@H]1C	-5	0.6
C[C@H]1CN([C@@H](C)CO)C(=O)c2cc(NS(=O)(=O)c3cn(C)cn3)ccc2O[C@@H]1CN(C)S(=O)(=O)c1cn(C)cn1	/	-4.0
CC(C)NC(=O)N(C)C[C@H]1OCCCC[C@H](C)Oc2ccc(NS(=O)(=O)c3ccc(Cl)cc3)cc2C(=O)N([C@H](C)CO)C[C@@H]1C	/	2.1
COc1cccc(-c2cccc(-c3nc(C(=O)NCCCN4CCOCC4)cc4c3[C@@H](CCO)N(S(=O)C(C)(C)C)C4)c2)c1 (stereo not given in full)	5	0.4
CCCc1cn(CC[C@@H]2CC[C@H](NC(=O)Nc3ccccc3F)[C@H](CO)O2)nn1	3	0.5
O=C(C[C@@H]1CC[C@@H](NC(=O)c2cccc(F)c2)[C@H](CO)O1)NCc1ccc(Oc2ccccc2)cc1	1	-0.3
CC12CCCCC1C1(C=CC(=O)C=C1)C(c1ccccc1)=N2 (stereo not given)	-15	-0.2
C[C@@H]1CN([C@@H](C)CO)C(=O)c2cccc(NS(=O)(=O)c3ccccc3)c2O[C@@H]1CN(C)C(=O)Nc1ccc(F)cc1	-5	-1.3
C[C@@H]1CN([C@@H](C)CO)C(=O)c2cc(C#CCN(C)C)cnc2O[C@H]1CN(C)C(=O)c1cccnc1	/	0.0
CCCC(=O)Nc1ccc2c(c1)OC[C@@H](C)N(C(=O)c1ccccc1F)C[C@@H](C)[C@@H](OC)CN(C)C2=O	3	0.1
Cc1cc(C(=O)Nc2cccc3c2O[C@@H](CN(C)C(=O)Nc2ccc(C(F)(F)F)cc2)[C@H](C)CN([C@@H](C)CO)C3=O)n(C)n1	1	-0.6
C[C@@H]1CN([C@H](C)CO)C(=O)c2cc(NC(=O)c3ccccc3)ccc2O[C@@H](C)CCCCO[C@@H]1CN(C)Cc1ccc2c(c1)OCO2	/	-0.1
C[C@@H]1CN([C@H](C)CO)C(=O)Cc2cc(NC(=O)Nc3ccc(C(F)(F)F)cc3)ccc2O[C@H]1CN(C)C(=O)Nc1ccc2c(c1)OCO2	/	0.0
Cc1noc(C)c1S(=O)(=O)N(C)C[C@H]1Oc2ccc(NC(=O)Nc3cccc4ccccc34)cc2CC(=O)N([C@@H](C)CO)C[C@@H]1C	/	1.4
C[C@H]1CN([C@@H](C)CO)C(=O)c2cc(C#CCc3ccccc3)cnc2O[C@H]1CN(C)CC1CCOCC1	/	-1.8
COc1ccc(S(=O)(=O)Nc2ccc3c(c2)CC(=O)N([C@H](C)CO)C[C@H](C)[C@H](CN(C)Cc2ccncc2)O3)cc1	/	13
COc1ccc(-c2cnc3c(c2)C(=O)N([C@@H](C)CO)C[C@@H](C)[C@@H](CN(C)C(=O)C2CCOCC2)O3)cc1	/	-0.2

Continued; it opens with the two that closed the last part.
SMILES	PRC2 inh	IDH1 R132H inh
COc1ccc(S(=O)(=O)Nc2ccc3c(c2)CC(=O)N([C@H](C)CO)C[C@H](C)[C@H](CN(C)Cc2ccncc2)O3)cc1	/	13
COc1ccc(-c2cnc3c(c2)C(=O)N([C@@H](C)CO)C[C@@H](C)[C@@H](CN(C)C(=O)C2CCOCC2)O3)cc1	/	-0.2
CO[C@@H](CN(C)S(=O)(=O)c1ccccc1)[C@@H](C)CN(C(=O)Nc1ccccc1F)[C@@H](C)CO	-7	-0.3
COc1ccccc1N1CCN(CCCCNC(=O)c2ccc(-c3ccc(C(C)=O)cc3)cc2)CC1	0	0.4
COCC(=O)Nc1ccc2c(c1)OC[C@H](C)N(CC1CCCCC1)C[C@H](C)[C@@H](OC)CN(C)C2=O	-11	-0.2
O=C(NCC[C@@H]1CC[C@@H](NS(=O)(=O)c2cccc(F)c2)[C@@H](CO)O1)C1CC1	-3	0.2
C[C@@H]1CN([C@H](C)CO)C(=O)c2cc(-c3ccc(C(=O)N(C)C)cc3)cnc2O[C@H]1CN(C)C(=O)C1CC1	16	-0.9
C[C@H](CO)N1C[C@H](C)[C@@H](CN(C)C(=O)NC2CCCCC2)Oc2ccc(NC(=O)CCCCCC(=O)Nc3ccccc3N)cc2C1=O	9	/
C[C@@H]1CN([C@@H](C)CO)C(=O)c2cc(C3=CCCC3)cnc2O[C@@H]1CN(C)C(=O)C1CC1	13	-0.9
CCC(=O)N(C)C[C@@H]1Oc2cc(C#CC3CCCCC3)ccc2S(=O)(=O)N([C@H](C)CO)C[C@@H]1C	-17	0.5
CCOc1ccc(NC(=O)CSc2nnc(-c3ccc(Cl)c(Cl)c3)n2C)cc1	-6	-0.2
COc1ccc(NC(=O)N(C)C[C@H]2Oc3ncc(-c4cccnc4)cc3C(=O)N([C@@H](C)CO)C[C@H]2C)cc1	/	-1.5
C[C@H]1CN([C@@H](C)CO)C(=O)c2cccc(NC(=O)c3ccncc3)c2O[C@H]1CN(C)C	-3	/
COc1ccc(CN(C)C[C@@H]2Oc3ccc(NC(=O)C4CC4)cc3C(=O)N([C@H](C)CO)C[C@H]2C)cc1	/	-1.3
Cc1occc1C(=O)Nc1cccc(Cn2cccn2)c1	-16	-0.2
CNC[C@H]1Oc2ccc(NC(=O)Cc3cn(C)c4ccccc34)cc2C(=O)N([C@@H](C)CO)C[C@@H]1C	7	-0.2
O=C(C[C@@H]1CC[C@H](NC(=O)C2CC2)[C@H](CO)O1)Nc1nccs1	-1	-0.1
CC(C)C#Cc1ccc2c(c1)O[C@H](CN(C)C(=O)C1CCC1)[C@H](C)CN([C@H](C)CO)S2(=O)=O	-8	/
C[C@H](CO)N1C[C@H](C)[C@H](CN(C)S(=O)(=O)c2ccc(Cl)cc2)Oc2ccc(NC(=O)C3CCCCC3)cc2C1=O	6	/
Cc1ccc(S(=O)(=O)Nc2ccc3c(c2)C(=O)N([C@@H](C)CO)C[C@H](C)[C@H](CN(C)Cc2ccc(Oc4ccccc4)cc2)O3)cc1	/	0.9
O=C(C[C@H]1C=C[C@@H](NS(=O)(=O)c2ccccc2)[C@H](CO)O1)NCc1ccccc1F	5	-0.2
N#Cc1ccc(NC(=O)CCCn2cc([N+](=O)[O-])cn2)cc1	-3	0.0
COc1cccc(NC(=O)N[C@H]2C=C[C@@H](CC(=O)NCc3ccccn3)O[C@H]2CO)c1	-4	0.1
Cc1cccc(C)c1NC(=O)COc1ccc2cc(-c3ccccc3)c(=O)oc2c1	-9	1.3
C[C@H]1CN([C@@H](C)CO)C(=O)c2cc(NC(=O)C3CC3)ccc2O[C@H]1CN(C)Cc1ccc2c(c1)OCO2	5	3.5
Cc1csc2nc(SCC(=O)Nc3ccc([N+](=O)[O-])cc3)[nH]c(=O)c12	-2	-0.2
Cc1ccc(S(=O)(=O)N[C@H]2CC[C@H](CCNC(=O)c3ccccc3F)O[C@H]2CO)cc1	1	-0.2
COc1ccc(CN(C)C[C@H]2Oc3c(NS(=O)(=O)c4ccccc4)cccc3C(=O)N([C@@H](C)CO)C[C@H]2C)cc1	/	-1.0
C[C@H](CO)N1C[C@H](C)[C@@H](CN(C)Cc2ccccc2)Oc2ccc(NC(=O)C3CC3)cc2CC1=O	6	2.7
C[C@@H]1CN([C@@H](C)CO)S(=O)(=O)c2ccc(C#CC3CCCC3)cc2O[C@@H]1CN(C)C(=O)Cc1ccccc1	-8	-0.1
CCc1ccc2nc(-c3cccc(OC)c3)cc(C(=O)NCc3ccco3)c2c1	21	-0.1
CO[C@H]1CN(C)C(=O)c2cc(NC(=O)Nc3c(C)noc3C)ccc2OC[C@H](C)N(CCC(F)(F)F)C[C@H]1C	-2	0.8
C[C@@H]1CN([C@H](C)CO)S(=O)(=O)c2ccc(C#CC3(O)CCCC3)cc2O[C@@H]1CN(C)C(=O)c1ccccc1	-9	-1.3
C[C@@H]1CN([C@@H](C)CO)C(=O)c2cc(C#CC3CC3)cnc2O[C@H]1CN(C)C(=O)Nc1ccc(F)cc1	-10	-2.8
CC1(C)C=C(c2ccc(C3=CC(C)(C)NC(C)(C)C3)s2)CC(C)(C)N1	-8	-1.2
C[C@H](CO)N1C[C@H](C)[C@H](CN(C)C(=O)C2CCC2)Oc2ncc(-c3cccc(F)c3)cc2C1=O	4	-0.4

Bioassay records (PubChem BioAssay)

This is a subset, so the mix of outcomes need not match the whole.
